From PubChem BioAssay
Pf Dd2 inh: blocks in vitro growth of P. falciparum Dd2 | Potency, µM (titrated, usually from 28.9 µM), without a hit: at the top dose activity, negative = inhibition, most hits filed as inhibitors | 120,000 tested, 4.3% active | P. falciparum Dd2 growth, SYBR Green, 72 h | AID 1347417; active means well fitted inhibition curve with a large enough effect; inconclusive means small, poorly fitted or top-dose-only effect; inactive means no such curve, though single readings can be large or run the other way;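 further: plate controls were DMSO vehicle for no effect and reference drug for full effect; nearly all actives have a fitted effect of over 65% in size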
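Infected erythrocytes (Dd2, 0.3% parasitemia, 2.5% hematocrit final) are added to compound in RPMI-1640/Albumax II medium, grown 72 h at 37C in low oxygen, then lysed with saponin/Triton-X containing SYBR Green and read by fluorescence.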
* marks the source's active call; other numbers are inactive results; i = inactive; ? = inconclusive; [ ] = dose if it differs, or a comment. Potency means the concentration at half of the fitted maximal effect. The list is partial; count on the stated rates, not on these rows.

SMILES | Pf Dd2 inh
O=C(CC1CCCCC1)NCc1nnc2cc(-c3nc(C4CC4)no3)ccn12 | i
COCCN1C(=O)c2ccccc2C(C(=O)NCCc2ccccc2)C12CCCCC2 (stereo unspecified) | i
O=C(Nc1ccc(C2(C(=O)N3CCN(c4ccccc4F)CC3)CCC2)cc1)C1CC1 | -19.8%
O=C(CCC(=O)N1CC2CCCN2c2ccccc21)NCc1ccccc1Cl (stereo unspecified) | i
CC(C)CCNC(=O)c1cc2n(n1)CC(c1ccc3c(c1)OCO3)OC2 (stereo unspecified) | -12.7%
NC(=O)c1nc(CNC(=O)CC(c2ccccc2)c2ccc3c(c2)OCO3)no1 (stereo unspecified) | -2.8%
Cc1ccc(-c2ccnc(N(C)CC3CC(=O)N(C(C)(C)C)C3)n2)c(C)n1 (stereo unspecified) | i
Cc1ccsc1C(=O)NCCC1CCN(C(=O)Nc2cc(F)cc(F)c2)CC1 | i
COc1ccc(Cn2c(C3CCN(C(=O)c4ccccc4Cl)CC3)n[nH]c2=O)cc1 | i
Cn1cnc(S(=O)(=O)N2CCC(c3noc(-c4ccncc4)n3)C2)c1 (stereo unspecified) | i[5.79 µM]
CCOc1ccc(C(=O)N2CCC(c3noc(-c4ccc(S(=O)(=O)N5CCCC5)cc4)n3)CC2)cc1 | ?
O=C(c1ccc2cc[nH]c2c1)N1CCN(Cc2cnc[nH]2)CC(O)C1 (stereo unspecified) | -5.8%
O=Cc1cccc(-c2ccc(O)cc2)c1 | 13.0%[44.1 µM]
O=C(Nc1ccc(OCc2cc(=O)n3c4c(sc3n2)CCCC4)cc1)c1cccc(F)c1 | -1.8%
O=C(COc1ccccc1Cl)Nc1nc(-c2ccc(F)cc2)ns1 | 45.6%[activator]
COc1cc(Nc2nc(SCC(=O)c3ccc(Br)cc3)nc3ccccc23)cc(OC)c1 | ?
CN(Cc1ccccc1)C(=O)c1ccc2c(c1)NC(C)(COc1ccccc1)CO2 (stereo unspecified) | ?
Cc1ccc(C)c(NC(=O)N2C[C@@H](F)C[C@H]2C(=O)N2CCc3ccccc3C2)c1 | 19.3%
Cc1nn(-c2ccc(F)cc2)c(Oc2cccc(F)c2)c1CCC(=O)NC(C)C | i
CNC(=O)N1CCC(C2CCN(C(=O)c3ccccc3C(F)(F)F)C2)CC1 (stereo unspecified) | -23.0%

11 entries out of the list, sorted by number of heavy atoms, low to high:
SMILES | Pf Dd2 inh
O=Cc1cccc(-c2ccc(O)cc2)c1 | 13.0%[44.1 µM]
O=C(COc1ccccc1Cl)Nc1nc(-c2ccc(F)cc2)ns1 | 45.6%[activator]
O=C(c1ccc2cc[nH]c2c1)N1CCN(Cc2cnc[nH]2)CC(O)C1 (stereo unspecified) | -5.8%
CC(C)CCNC(=O)c1cc2n(n1)CC(c1ccc3c(c1)OCO3)OC2 (stereo unspecified) | -12.7%
CNC(=O)N1CCC(C2CCN(C(=O)c3ccccc3C(F)(F)F)C2)CC1 (stereo unspecified) | -23.0%
O=C(CC1CCCCC1)NCc1nnc2cc(-c3nc(C4CC4)no3)ccn12 | i
Cc1nn(-c2ccc(F)cc2)c(Oc2cccc(F)c2)c1CCC(=O)NC(C)C | i
COc1ccc(Cn2c(C3CCN(C(=O)c4ccccc4Cl)CC3)n[nH]c2=O)cc1 | i
COCCN1C(=O)c2ccccc2C(C(=O)NCCc2ccccc2)C12CCCCC2 (stereo unspecified) | i
O=C(Nc1ccc(OCc2cc(=O)n3c4c(sc3n2)CCCC4)cc1)c1cccc(F)c1 | -1.8%
CCOc1ccc(C(=O)N2CCC(c3noc(-c4ccc(S(=O)(=O)N5CCCC5)cc4)n3)CC2)cc1 | ?

Additional compounds.
SMILES | Pf Dd2 inh
CN1CCCCCCN(S(=O)(=O)N(C)C)CCC1=O | 6.3%
O=C1NCc2ccccc2CC12CCN(Cc1ccc(F)c(Cl)c1)CC2 | ?
COc1ccccc1N1CCN(C(=O)[C@H]2CN3CCC2C[C@@H]3Cn2cc(-c3ccccc3)nn2)CC1 (stereo partly specified) | -21.1%
CCOc1ccccc1C(=O)NC1(C(F)(F)F)C(=O)Nc2c1c(=O)[nH]c(=O)n2-c1ccccc1 (stereo unspecified) | 22.3%
CC(C)Cc1nc2nccc(-c3ccccc3)n2n1 | -14.6%
CCOC(=O)c1cc(-c2ccccc2)n(CCC(=O)NCCc2ccc(C)cc2)c1C | ?
COCc1ccc(C(=O)N2CCC3(CC2)C(C(=O)O)CC(=O)N3C)o1 (stereo unspecified) | -5.8%
COc1cc(OC)cc(-c2nnc(SCC(=O)N3CCC(C)CC3)o2)c1 | ?
Cc1ccc(CN2CC[C@H](c3nc4ccc(C(F)(F)F)cc4[nH]3)C2)cc1 | 11.2µM*
Cc1ccc(C(=O)N(C)Cc2cccn2C)cc1 | i
CCN(CC)S(=O)(=O)N(C)CC1CCCN(CCc2ccccc2OC)C1 (stereo unspecified) | 2.82µM*
O=C(c1cccs1)N1CCc2[nH]nc(-c3cccc(F)c3)c2C1 | i
CN(C)c1ccc(CN2Cc3[nH]cnc3C[C@H]2c2nc(-c3ccncc3)no2)cc1 | ?
Cc1c(Cl)cccc1NC(=O)Nc1nnc(N(C)Cc2ccccc2)s1 | ?
CC(C)COc1ccc(C(=O)N2CCN(CCc3ccncc3)CC2)cc1 | 24.1%
O=C1NC(=NC2CCCCC2)C2(CCN(Cc3ccsc3)CC2)N1c1cccnc1 | -3.2%
C[C@]1(CO)[C@H]2Cc3sc(NC(=O)c4c(F)cccc4F)nc3[C@@H](CC(=O)NC3CCCC3)[C@]2(C)CC[C@H]1O | 5.01µM*
Cc1cc(C)c2c(CC(=O)N[C@@H]3CCOC[C@H]3Oc3ccccn3)coc2c1 | -22.8%
NC(=O)Cn1ccc2cc(OCC3CCN(C(=O)C4CCCC4)CC3)cnc21 | ?
COc1cccc(NC(=O)N(CCC(C)C)C2CCN(C(C)C)CC2)c1 | i
CN1CCN(C2CCOC3(CCN(C(=O)CCc4ccccc4)CC3)C2)CC1 (stereo unspecified) | i
CCOc1ccc(-n2c(SCC(=O)N3CCCc4ccccc43)nc3c([nH]c4ccccc43)c2=O)cc1 | ?
Cc1ccc(S(=O)(=O)N2CCN(C3CCN(Cc4ccccn4)C3=O)CC2)cc1 (stereo unspecified) | ?
NC(=O)COc1ccc(C(=O)N[C@@H]2CNCCC[C@H]2O)cc1 | -10.1%[44.1 µM]
O=C(c1cccc(Cl)c1)N1CC(c2nnc(-c3ccncc3)o2)C2(CCOCC2)C1 (stereo unspecified) | -6.7%
COc1ccc(CCNc2ncnc3c2CN(c2ccccc2F)C(=O)CN3C)cc1 | i
CCc1noc(-c2cn(C3CCN(C(=O)c4ccc(C)c(C)c4)CC3)nn2)n1 | i
O=C(CN1C(=O)NC2(CCCCC2)C1=O)NC1CCCC1 | -23.9%
Cc1ccc(C)c(N2CCN(C(=O)C3CCCN(S(=O)(=O)c4ccc5c(c4)oc(=O)n5C)C3)CC2)c1 (stereo unspecified) | ?
CN1CCN(c2ccc(CNC(=O)[C@H]3CN(Cc4ccccc4)C[C@H]3C(=O)O)cc2)CC1 | -14.0%
COc1ccc(-c2cc(C(C)=O)c(C)n2CCC(=O)Nc2ccc(C)c(Cl)c2)cc1 | i
CCOc1ccccc1NC(=O)N1CCC2(CC1)CC(N1CCN(C(C)C)CC1)CCO2 (stereo unspecified) | i
CC(C)C[C@@H]1N[C@H](C(=O)NC(C)C)Cc2cn(Cc3ccccn3)c3cccc1c23 | ?
Cc1nnc(-c2cc(C(=O)NCC(C)C)ccn2)n1CCc1ccccc1 | -15.8%[44.1 µM]
O=S1(=O)NCC2(CCN(Cc3ccoc3)CC2)Oc2ncccc21 | -9.7%
Cc1cccc(S(=O)(=O)N2CCCN(C(=O)C3CC3)c3ccccc32)c1 | i
O=C1COc2ccc(-c3cn[nH]c3)nc2CN1Cc1ccccc1 | i
O=C(NCC1CCOCC1)Nc1cc(F)cc(F)c1 | -24.1%
Cc1coc2cc3oc(=O)c(CC(=O)NCc4ccccc4)c(C)c3cc12 | -7.9%
O=C(C1CCC1)N1CCC(Cc2nc(C3CCOCC3)no2)CC1 | 23.8%
COc1ccc(-c2cc(N3CCN(C(=O)c4ccc(C)cc4)CC3)n[nH]2)cc1 | -11.3%
CC1CCCN(Cc2c(O)ccc3c(=O)c(Oc4ccccc4Cl)c(C(F)(F)F)oc23)C1 (stereo unspecified) | 0.891µM*
Cc1nc(CCNC(=O)C2(c3ccccc3)CC2)no1 | 56.1%[activator]
CCNC(=O)N1CCCCC1c1nc(CCOc2cccc(C)c2)no1 (stereo unspecified) | i
COc1ccc(C2CC(=O)c3cc(-c4nc(-c5cccc([N+](=O)[O-])c5)cs4)c(=O)n(-c4cc(C)cc(C)c4)c3C2)cc1 (stereo unspecified) | 4.4%
CCNC(=O)[C@@H]1CCCN1[C@@H](C(=O)NC)c1ccccc1F | -2.1%[44.1 µM]
Cc1ccc(-n2c(=O)c3ccc(C(=O)NCc4ccco4)cc3n(Cc3ccccc3C#N)c2=O)cc1 | -14.1%
CCOc1ccccc1C(=O)NC1CCN(c2cnn(CC)c(=O)c2)CC1 | -14.9%
Cc1cccc(N2CCN(C(=O)Cn3nc(Cc4cccnc4)c4ccccc4c3=O)CC2)c1C | ?
COc1ccc(CC(=O)Nc2ccc([C@H]3OCC(=O)N(Cc4cccnc4)[C@@H]3CO)cc2)cc1 | i
COc1ccc(NC(=O)c2ccc3c(c2)N(S(C)(=O)=O)CC3)cc1OC | -0.3%
CCOc1ccc(NC(=O)[C@@H]2C[C@@H](O)CN2C2CCN(C(=O)c3cccc(OC)c3)CC2)cc1 | ?
CC1CCCCN1C(=O)c1ccc2c(c1)N(Cc1ccc(F)cc1)C(=O)c1ccccc1S2(=O)=O (stereo unspecified) | ?
Cc1ccc(C)c(NC(=O)CN(CCc2ccccc2)S(=O)(=O)c2ccccc2)c1 | 7.0%
Cc1cccc(S(=O)(=O)c2cn(Cc3ccccc3)c3cc(N4CCOCC4)c(F)cc3c2=O)c1 | ?
Cc1noc(C)c1-c1nccc2c(=O)cc(N3CCOCC3)oc12 | -14.8%[44.1 µM]
Cc1oc2c(c1C(=O)N(C)CC(=O)N1CCOCC1)CN(Cc1ccc(F)cc1)CC2 | ?
CCN(CC)Cc1cnc2c(C(=O)NC[C@@H](C)O)cnn2c1 | 11.0%
CCc1noc(-c2cccn3c(CNC(=O)c4ccccc4OC)nnc23)n1 | ?
Cc1noc2c(N3CCC(c4ccccc4)CC3)cc(-c3cccnc3)nc12 | ?
(further entries)
SMILES | Pf Dd2 inh
N#Cc1ccccc1S(=O)(=O)N[C@H]1CO[C@H]2[C@@H]1OC[C@H]2OC(=O)NC1CCCCC1 | -20.5%
CCc1noc(-c2cn(C3CCN(C(=O)c4cc(F)ccc4F)CC3)nn2)n1 | ?
Cc1nc(NCCn2ncc3ccccc3c2=O)cc(C2CC(O)C2)n1 (stereo unspecified) | -14.8%
COCCn1ncc(N2CCCC(CC(=O)N(C)CCc3ccccn3)C2)cc1=O (stereo unspecified) | i
COc1ccccc1NC(=O)CN1CCC(O)(c2ccc(C)cn2)CC1 | -8.1%
CCCCN1C(=O)C(NC(=O)c2ccc(C(C)(C)C)cc2)(C(F)(F)F)C(C(=O)OC)=C1C (stereo unspecified) | 8.5%
CC(=O)N1CCC2(CC1)OC(=O)N(Cc1ccccc1)C2(C)c1cccnc1 (stereo unspecified) | -12.0%[44.1 µM]
O=c1[nH]c(C2CCCN(Cc3ccccc3)C2)nn1-c1ccc(Cl)cc1 (stereo unspecified) | i
CCN1C(=O)CCC2(C(=O)N3CCc4ccccc4C3)CCCC=C12 (stereo unspecified) | ?
Cc1ccc(-n2c(/C=C/c3ccc(Br)s3)nc3ccccc3c2=O)cc1 | 10.3%
COc1ccc(CC(=O)N2CC[C@@H](CC(=O)O)[C@@H](CCN3CCC[C@H]3C(N)=O)C2)cc1 | 3.2%[44.1 µM]
O=C(Cn1c(=O)nc(-c2ccccc2)c2cc(Cl)ccc21)Nc1ccc(F)c(Cl)c1 | 21.4%
NS(=O)(=O)c1ccc(CCNC(=O)CCn2c(=O)c3cccn3c3cccnc32)cc1 | -2.0%
COc1ccccc1Nc1ncc2c(n1)CCN(CC(C)C)C2 | 4.8%
CC(C)CN1C(=O)COC[C@@H]1[C@H](O)c1ccc(NC(=O)c2ccc3c(c2)OCO3)cc1 | i
CC(C)NC(=O)CSc1nc2ccccc2nc1N1CCCCC1 | -17.0%
CC1CCCCN1C(=O)CSc1nnc(-c2ccccc2Cl)o1 (stereo unspecified) | -18.4%
Cc1ccc(C(=O)NCCOc2nonc2C)cc1N1CCNC1=O | 16.6%
CC1CCCCC1Nc1ncnc2c1CN(C1CCCNCC1)C(=O)CN2C (stereo unspecified) | ?
COc1ccc(C(=O)N2CCN(C(=O)COc3ccc(C)cc3)CC2)cc1OC | 23.9%

Some of the entries above, set out differently.
| Molecule | Pf Dd2 inh |
| --- | --- |
| COc1ccccc1Nc1ncc2c(n1)CCN(CC(C)C)C2 | 4.8% |
| CCCCN1C(=O)C(NC(=O)c2ccc(C(C)(C)C)cc2)(C(F)(F)F)C(C(=O)OC)=C1C (stereo unspecified) | 8.5% |

More structures
SMILES | Pf Dd2 inh
COc1ccc(-c2cc(-c3ccc(F)cc3)cn3cncc23)cc1 | 3.16µM*
COc1cccc(CNC(=O)CCC2CCN(S(=O)(=O)c3ccccc3)CC2)c1 | i
CC(=O)N1CCC2(CC1)OC(=O)N(Cc1ccccc1F)C2(C)c1ccccc1 (stereo unspecified) | i
O=C(NCCc1csc(-c2ccc(F)cc2)n1)c1ccco1 | i
O=C(Cc1ccsc1)N1CCC(Nc2cccnc2)C1 (stereo unspecified) | 18.6%[5.79 µM]
